# WRN helicase inh – inhibitors of human WRN helicase; Potency, µM (titrated, usually from 114 µM), inactives show at the highest dose activity change, negative = inhibition, hits mostly inhibitors; AID 651768; WRN helicase unwinding, fluorescent forked duplex, kinetic; hit rate 0.46% among 360,000; further: potency means the concentration at half of the fitted maximal effect; on the % scale 0 is the no-effect control and ±100 the full control effect; nearly all actives have a fitted effect of over 55% in size
# Target sequence (Q14191 whole entry, looked up): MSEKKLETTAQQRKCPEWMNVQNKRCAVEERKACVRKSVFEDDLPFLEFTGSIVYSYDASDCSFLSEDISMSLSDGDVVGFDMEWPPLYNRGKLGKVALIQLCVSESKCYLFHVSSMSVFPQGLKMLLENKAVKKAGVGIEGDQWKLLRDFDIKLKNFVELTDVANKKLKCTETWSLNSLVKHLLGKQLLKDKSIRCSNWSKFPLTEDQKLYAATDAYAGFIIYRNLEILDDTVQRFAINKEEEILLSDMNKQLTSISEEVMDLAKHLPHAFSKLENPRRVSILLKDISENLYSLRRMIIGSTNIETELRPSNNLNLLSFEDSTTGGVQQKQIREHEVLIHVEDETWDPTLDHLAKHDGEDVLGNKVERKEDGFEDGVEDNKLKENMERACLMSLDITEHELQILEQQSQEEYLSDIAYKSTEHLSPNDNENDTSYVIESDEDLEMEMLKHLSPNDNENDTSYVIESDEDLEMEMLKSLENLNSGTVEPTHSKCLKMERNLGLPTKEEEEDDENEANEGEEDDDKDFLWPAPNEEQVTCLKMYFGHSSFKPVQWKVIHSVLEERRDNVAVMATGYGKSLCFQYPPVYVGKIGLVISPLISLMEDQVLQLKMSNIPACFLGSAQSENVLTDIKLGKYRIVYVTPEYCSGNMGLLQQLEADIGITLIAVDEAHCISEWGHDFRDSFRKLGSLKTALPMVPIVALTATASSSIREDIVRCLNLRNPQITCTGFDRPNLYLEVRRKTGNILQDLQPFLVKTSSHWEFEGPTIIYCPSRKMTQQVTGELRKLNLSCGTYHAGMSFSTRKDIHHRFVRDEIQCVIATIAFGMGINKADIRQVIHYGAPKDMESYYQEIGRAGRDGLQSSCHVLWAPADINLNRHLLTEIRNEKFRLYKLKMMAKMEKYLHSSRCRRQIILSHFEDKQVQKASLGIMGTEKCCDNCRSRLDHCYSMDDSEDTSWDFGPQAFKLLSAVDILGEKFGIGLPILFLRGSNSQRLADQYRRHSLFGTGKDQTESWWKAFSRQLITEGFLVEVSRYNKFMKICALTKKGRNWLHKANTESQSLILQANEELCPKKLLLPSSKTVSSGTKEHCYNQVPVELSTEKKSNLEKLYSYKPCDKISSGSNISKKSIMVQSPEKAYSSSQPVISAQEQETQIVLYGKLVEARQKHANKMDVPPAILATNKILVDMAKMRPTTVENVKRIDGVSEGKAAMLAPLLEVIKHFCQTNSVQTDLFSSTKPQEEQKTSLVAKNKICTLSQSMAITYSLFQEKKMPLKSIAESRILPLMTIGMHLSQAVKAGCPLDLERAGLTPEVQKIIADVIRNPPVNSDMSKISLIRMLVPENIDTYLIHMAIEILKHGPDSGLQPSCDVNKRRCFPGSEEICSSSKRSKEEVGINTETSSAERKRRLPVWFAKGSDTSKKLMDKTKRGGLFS
#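 WRN at 20 nM final was preincubated with compound for 15 min at room temperature; reaction started with 100 nM forked duplex oligonucleotide carrying fluorophore and quencher plus 2 mM ATP (final). Unwinding followed kinetically by red fluorescence (ex 525/em 598 nm).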
# CCT chaperon mod – changes cytosolic chaperonin activity | hit rate 0.3% among 360,000 | activity change, % (no concentration beside the values), hits read low | purified chaperonin ATPase assay, HTRF ADP detection, 30 min; in the data active means activity change below about -30%; further: on the % scale 0 is the no-effect control and ±100 the full control effect
#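 Enzyme 40 or 20 nM (batch-dependent) in Tris pH 7.4/KCl/MgCl2/DTT; cpd 76 uM single point; ATP 10 uM; 30 min 37 °C; Transcreener ADP HTRF detection, 30 min RT; ratio 665/615.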
# Mm-Cpn inhibitor – blocks the Methanococcus maripaludis chaperonin Mm-Cpn; Potency, µM (series often up to 76.9 µM), without a hit: at the highest dose activity, negative = inhibition, hits mostly inhibitors; AID 504842; hit rate 0.031% among 330,000; purified Mm-Cpn ATPase, ADP Transcreener TR-FRET; further: potency means the concentration at half of the fitted maximal effect; on the % scale 0 is the no-effect control and ±100 the full control effect; nearly all actives have a fitted effect of over 80% in size
#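 Measured: ADP formation by purified Mm-CPN. Conditions: 25 nM protein, 10 uM ATP, Tris pH 7.4 with Mg2+, K+ and DTT, 37°C for 30 min. Detection: Transcreener HTRF after 30 min at room temperature.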
# EPAC1 antagonist – EPAC1 (human) antagonism. O95398. hit rate 0.14% among 360,000. EPAC1 GEF assay, Rap1b-BODIPY-GDP exchange fluorescence. Potency, µM (highest dose often 115 µM), without a hit: top-dose activity change, negative = inhibition, most hits filed as inhibitors;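 further: potency means the concentration at half of the fitted maximal effect; plate controls were vehicle for no effect and positive control for full effect; nearly all actives have a fitted effect of over 50% in size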
# PLK1 PBD block – inhibitors of human PLK1 polo-box domain binding. P53350. Plk1 PBD binding of FITC phosphopeptide, fluorescence polarization. Potency, µM, inactives show max response, negative = inhibition, hits mostly inhibitors. hit rate 2.8% among 360,000. AID 720504; further: potency means the concentration at half of the fitted maximal effect; series mostly up to about 57 µM; on the % scale 0 is the no-effect control and ±100 the full control effect; nearly all actives have a fitted effect of over 65% in size
# PI5P4K alpha inh – inhibitors of human PI5P4K alpha. P48426. PI5P4Kalpha enzyme, ADP-Glo luminescence, 60 min; hits give low values. max response, %. hit rate 1.2% among 330,000. AID 652105; active means max response of -50% or lower; inconclusive means between -30% and -50%; inactive means -30% or higher; further: value at the top dose of about 77 µM; on the % scale 0 is the no-effect control and ±100 the full control effect
#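 Compounds were pin-transferred onto PI5P4Kalpha and substrate in HEPES pH 7.4 buffer with EGTA, CHAPS and 5% DMSO. ATP (5 microM final) started the reaction, which ran 60 minutes at room temperature before ADP-Glo detection.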
# EPAC2 antagonist – EPAC2 (human) antagonism | EPAC2 GEF exchange of Rap1B-BODIPY-GDP, fluorescence | Potency, µM (top dose mostly 114 µM), inactives show top-dose activity, negative = inhibition, usual class: inhibitors | hit rate 0.18% among 360,000; further: potency means the concentration at half of the fitted maximal effect; on the % scale 0 is the no-effect control and ±100 the full control effect; nearly all actives have a fitted effect of over 45% in size; many of its hits are not listed in these tables
# EPAC1 ag – activates human EPAC1 exchange factor | O95398 | EPAC1 agonist qHTS, biochemical assay; response scale: 100% = response to 6.5 mM cAMP | Potency, µM (doses to about 154 µM), for inactives: at the highest dose activation, most hits filed as activators | hit rate 0.073% among 360,000; further: potency means the concentration at half of the fitted maximal effect; nearly all actives have a fitted effect of over 60% in size
#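 Fluorescent GDP-exchange assay: 100 nM EPAC1 with 250 nM Rap1B preloaded with BODIPY-GDP and 50 uM GDP; compounds tested as concentration series, 5 min at room temperature, then read every 5 min for 30 min (ex 480/em 540 nm); normalized to 6.5 mM cAMP.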
# Numbers without * were called inactive; ? = inconclusive; . = not tested or not shown; [ ] = remark or other dose. Unless noted, the call rests on the fitted dose curve; in most records, active means well fitted curve in the direction sought with a large enough effect; inconclusive means small, poorly fitted or top-dose-only effect, or another doubt; inactive means no such curve, though single readings can be large; an effect the other way counts as inactive or inconclusive. An excerpt. The share of hits here may be higher or lower than overall.
1	CC(=O)Nc1ccc(N=Cc2c(O)n(Cc3ccco3)c(=O)[nH]c2=O)cc1
2	O=C(O)C1Sc2[nH]c(=O)sc2C2c3cc(Cl)ccc3OC(=O)C12 (centres undefined)
3	CC(C)C[C@@H]1COc2cc(N3CCN(C)CC3)ccc2S(=O)(=O)N1
4	CC(C)(C)P(=O)(c1ccncc1)N1CCCC1 (centres undefined)
5	CCOP(=O)(OCC)OCC

compound no.	1	2	3	4	5
WRN helicase inh	?	-34%	8%	-4%	-1%
CCT chaperon mod	-0.7	-0.2	-0.1	-0.5	-1.5
Mm-Cpn inhibitor	-3%	-2%	.	0%	-2%
EPAC1 antagonist	?	5%	-13%	0%	-27%
PLK1 PBD block	-14%	?	-2%	1%	-14%
PI5P4K alpha inh	?	?	-6	.	-2
EPAC2 antagonist	-5%	-5%	11%	-4%	-7%
EPAC1 ag	9%	6%	-11%	11%	-15%

# Another view of four compounds above:
cpd	Structure	WRN helicase inh	CCT chaperon mod	Mm-Cpn inhibitor	EPAC1 antagonist	PLK1 PBD block	PI5P4K alpha inh	EPAC2 antagonist	EPAC1 ag
4	CC(C)(C)P(=O)(c1ccncc1)N1CCCC1 (centres undefined)	-4%	-0.5	0%	0%	1%	.	-4%	11%
3	CC(C)C[C@@H]1COc2cc(N3CCN(C)CC3)ccc2S(=O)(=O)N1	8%	-0.1	.	-13%	-2%	-6	11%	-11%
2	O=C(O)C1Sc2[nH]c(=O)sc2C2c3cc(Cl)ccc3OC(=O)C12 (centres undefined)	-34%	-0.2	-2%	5%	?	?	-5%	6%
1	CC(=O)Nc1ccc(N=Cc2c(O)n(Cc3ccco3)c(=O)[nH]c2=O)cc1	?	-0.7	-3%	?	-14%	?	-5%	9%

# Further compounds:
6	O=C1NC(=S)N(c2ccccc2)C(=O)C1C(c1ccncc1)C1C(=O)NC(=S)N(c2ccccc2)C1=O (centres undefined)
7	COc1cc(C(=O)Nc2ccc(Br)cc2C(=O)c2ccccc2)cc(OC)c1OC
8	CNP(=S)(NC)OCCOc1ccc(OC)cc1
9	COC(=O)Cn1cc(C=C2C(=O)NC(=O)NC2=O)c2ccccc21
10	CN(C)C=C1C(=O)N(C2CCCCC2)C(=O)N(C2CCCCC2)C1=O

compound no.	6	7	8	9	10
WRN helicase inh	-5%	2%	3%	-7%	-27%[57.1 µM]
CCT chaperon mod	-0.4	-0.8	3.9	0.2	-1.3
Mm-Cpn inhibitor	0%	1%	2%	0%	-1%
EPAC1 antagonist	13%	8%	-8%	-1%	-4%
PLK1 PBD block	-5%	-3%	-8%	?	-10%
PI5P4K alpha inh	?	0	-2	-22	?
EPAC2 antagonist	2%	11%[57.1 µM]	13%	15%	-12%
EPAC1 ag	3%	-6%	-2%	-3%	-1%

11	CCOc1ccccc1CN1CCCC(C(=O)c2cc(F)ccc2F)C1 (centres undefined)
12	CC(C(N)=O)N1CC(c2ccccc2)CC1=O (centres undefined)
13	CCC(CC)C1C(C#N)=C(N)Oc2c1c(=O)oc1ccccc21 (centres undefined)
14	CC(=O)O[C@H]1CC[C@@]2(C)C(=CC(=O)C3C2CC[C@@]2(C)C3C[C@H](OC(C)=O)[C@@H]2OC(C)=O)C1 (some centres undefined)
15	CCOC(=O)C1(CCOc2ccccc2)CCN(C2Cc3ccccc3C2)CC1

compound no.	11	12	13	14	15
WRN helicase inh	10%	-4%	3%	-1%	6%
CCT chaperon mod	-0.1	-0.8	1.4	-0.1	-2.8
Mm-Cpn inhibitor	1%	-2%	-1%	0%	-2%
EPAC1 antagonist	-5%	7%	-26%	0%	-5%
PLK1 PBD block	-18%	0%	-3%	-7%	-9%
PI5P4K alpha inh	9	-2	?	1	-11
EPAC2 antagonist	-8%	-4%	-1%	2%	-11%
EPAC1 ag	3%	-3%	9%	13%	2%

16	Nc1c(Br)cc([N+](=O)[O-])cc1[N+](=O)[O-]
17	COC(=O)C1=C(c2ccc(C(C)=O)cc2)C[C@@H]2CC[C@H]1N2C(=O)N1CCCCC1
18	FC(F)(F)c1cccc(C2NCc3ccccc3-n3cccc32)c1 (centres undefined)
19	O=C(c1ccccc1)C(CN1CCCC1)c1ccccc1 (centres undefined)
20	COc1ccc(Sc2cnn(-c3ccccc3)c(=O)c2Cl)cc1

compound no.	16	17	18	19	20
WRN helicase inh	0%	9%	-12%	?	-2%
CCT chaperon mod	-0.3	-0.7	-1.5	-1.0	0.8
Mm-Cpn inhibitor	?	-2%	0%	1%	?
EPAC1 antagonist	-24%	15%	-9%	-28%	-15%
PLK1 PBD block	-4%	6%	-10%	-12%	-6%
PI5P4K alpha inh	6	2	11	-10	1
EPAC2 antagonist	-21%	8%	?	0%	10%
EPAC1 ag	-21%	-14%	3%	5%	17%

21	CCOc1ccc(Br)c(C2(O)CC(C)N(C)CC2C)c1 (centres undefined)
22	O/N=C1\CCC2CN(C3CCCCC3)CC2C1 (centres undefined)
23	C=CCNC(=S)N1Cc2ccccc2-n2nncc2C1
24	O=C(c1cccc(C(F)(F)F)c1)C1CCCN(Cc2ncc[nH]2)C1 (centres undefined)
25	CC(C)c1ccc(C(c2c(O)c3ccccc3oc2=O)c2c(O)c3ccccc3oc2=O)cc1

compound no.	21	22	23	24	25
WRN helicase inh	-6%	-4%	2%	1%	-15%[11.6 µM]
CCT chaperon mod	-1.3	-0.2	-1.2	-3.1	-0.8
Mm-Cpn inhibitor	3%	0%	.	-1%	.
EPAC1 antagonist	-1%	-3%	9%	-12%	?
PLK1 PBD block	2%	-12%	-7%	-6%	21µM*
PI5P4K alpha inh	1	2	-9	10	-15
EPAC2 antagonist	-20%	1%	7%	4%	45µM*
EPAC1 ag	1%	-3%	-18%	3%	-7%

26	COc1cccc(-n2c(O)c(C=Nc3c(C)n(C)n(-c4ccccc4)c3=O)c(=O)[nH]c2=O)c1
27	O=C(NCCN1CCOCC1)c1ccc(Cl)nc1
28	COc1cc(C2NCc3ccccc3-n3cccc32)ccc1O (centres undefined)
29	Cc1cc(O)c2c(C)c(CC(=O)N3C[C@H]4C[C@@H](C3)c3cccc(=O)n3C4)c(=O)oc2c1
30	Cc1cccc(NC(=O)N2CC3CC(C2)c2cccc(=O)n2C3)c1 (centres undefined)

compound no.	26	27	28	29	30
WRN helicase inh	-6%[57.1 µM]	-8%	-9%	-1%	0%
CCT chaperon mod	-0.1	0.8	-5.7	0.3	-2.0
Mm-Cpn inhibitor	-1%	1%	-1%	-9%	-2%
EPAC1 antagonist	5%	4%	5%	-5%	3%
PLK1 PBD block	3%	-5%	-2%	-7%	4%
PI5P4K alpha inh	1	0	5	-11	2
EPAC2 antagonist	2%	1%	18%	9%	1%
EPAC1 ag	-2%	1%	-5%	-23%	9%

# The last two records of the section above open the next one.
29	Cc1cc(O)c2c(C)c(CC(=O)N3C[C@H]4C[C@@H](C3)c3cccc(=O)n3C4)c(=O)oc2c1
30	Cc1cccc(NC(=O)N2CC3CC(C2)c2cccc(=O)n2C3)c1 (centres undefined)
31	C[C@]12CCC3C(CC[C@H]4C[C@@H](O)CC[C@]34C)C1CCC2=O (some centres undefined)
32	Clc1cccc(C2NCCc3[nH]cnc32)c1 (centres undefined)
33	CC12CCC3C(CCC4CC(=O)C(C(O)C(F)(F)F)CC43C)C1CCC2O (centres undefined)
34	O=C1NC(=O)N(c2ccccc2)C(=O)/C1=C/C=C/c1ccco1
35	CN(CCc1ccccc1)Cc1ccccc1[N+](=O)[O-]

compound no.	29	30	31	32	33	34	35
WRN helicase inh	-1%	0%	6%	-3%	-1%	?	0%
CCT chaperon mod	0.3	-2.0	-1.4	-1.0	-2.3	1.6	0.1
Mm-Cpn inhibitor	-9%	-2%	1%	2%	.	-1%	1%
EPAC1 antagonist	-5%	3%	9%	-6%	-20%	-16%	8%
PLK1 PBD block	-7%	4%	6%	-1%	-18%	2.4µM*	-2%
PI5P4K alpha inh	-11	2	-5	-2	-1	?	4
EPAC2 antagonist	9%	1%	-1%	6%	-7%	4%	-4%[57.1 µM]
EPAC1 ag	-23%	9%	3%	-5%	-6%	7%	-3%

36	CCC(=O)OC1(c2cccc(C)c2)CC(C)N(C)CC1C (centres undefined)
37	COc1ccc(N2C(=O)NC(=O)/C(=C\c3cn(C)c4ccccc34)C2=O)cc1
38	O=C1CC(=O)N(Cc2ccccc2)C(=O)N1
39	COC(=O)Cn1cc(C=C2C(=O)N(C)C(=O)N(C)C2=O)c2ccccc21
40	O=C1NCN(c2ccccc2)C12CCN(C(c1cc3ccccc3o1)c1nnnn1C1CCCCC1)CC2 (centres undefined)

compound no.	36	37	38	39	40
WRN helicase inh	-3%	-6%	?	0%	-5%
CCT chaperon mod	-3.6	-0.1	-0.3	-1.8	-3.0
Mm-Cpn inhibitor	1%	-9%	.	0%	.
EPAC1 antagonist	-8%	198%[activator]	3%	-4%	-12%
PLK1 PBD block	-1%	-1%	-7%	?	6%
PI5P4K alpha inh	-10	-5	-6	-1	0
EPAC2 antagonist	10%	245%[activator]	-1%	15%	?
EPAC1 ag	-1%	.	2%	4%	-10%

41	CN1C(=O)N(C)C(=O)C2(Cc3ccccc3N3CCOCC32)C1=O (centres undefined)
42	CC(=O)Nc1ccc(S(=O)(=O)N2Cc3ccccc3-n3nncc3C2)cc1
43	COCCCn1c(-c2ccc(OC)cc2)cc(C(=O)NC2CCCCCCC2)c1C
44	CCC(=O)Nc1ccccc1
45	CCOP(=O)(OCC)C(O)c1ccc(OC)c(OC)c1 (centres undefined)
46	Cc1ccc(S(=O)(=O)N2CCCC(C(=O)N3CCC4(CC3)OCCO4)C2)cc1 (centres undefined)
47	CCc1ccc(N2C(=O)NC(=O)/C(=C/c3cccn3CCOc3ccc(C(C)CC)cc3)C2=O)cc1 (centres undefined)
48	CCOP(=O)(C(NC(=O)c1ccccc1Cl)=C(Cl)Cl)c1ccccc1 (centres undefined)

compound no.	41	42	43	44	45	46	47	48
WRN helicase inh	0%	-3%	-6%	1%	6%	3%	-5%[57.1 µM]	-2%
CCT chaperon mod	-0.5	1.0	-1.5	1.3	-1.9	-0.2	2.0	-1.7
Mm-Cpn inhibitor	1%[15.4 µM]	.	2%	0%	0%	-3%	-1%	3%
EPAC1 antagonist	16%	-6%	-12%	1%	8%	9%	?	-6%
PLK1 PBD block	-2%	2%	-17%	-2%	1%	-6%	-11%	-11%
PI5P4K alpha inh	1	-1	1	-4	-6	.	-53*	2
EPAC2 antagonist	-4%	12%	-4%	-8%	-3%	0%	-2%[57.1 µM]	0%
EPAC1 ag	6%	5%	0%	15%	-4%	-10%	7%	0%

# From PubChem
